NIH3T3 HSF-1 reporter: GFP reporter loss versus dox-driven RFP – NIH3T3 R4 cells, cherry-pick, set 3, dose response (AID 493083) | hit rate 4% among 2,400 | NIH3T3 R4 HSF-1 GFP reporter, heat shock, 48 h | AC50 in µM for hits, for the others activity change, negative = inhibition, % at the top dose, mostly 19.5 µM;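 active = compounds lowering signal whose fitted AC50 is at most ten times the top tested dose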;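 note: 0% = neutral control wells and -100% = didemnin B positive control; many of its hits are not listed in these tables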
An asterisk follows results filed as active. Only part of the results is shown, so the mix of outcomes need not match the whole.

SMILES | NIH3T3 HSF-1 reporter
CCC(=O)O[C@]1(C(=O)SCF)[C@H](C)C[C@H]2[C@@H]3C[C@H](F)C4=CC(=O)C=C[C@]4(C)[C@@]3(F)[C@@H](O)C[C@@]21C | 0.0%
CCCCOc1ccc(CC(=O)NO)cc1 | -1.0%

Compound activity (PubChem)
